# 4MU fluor = compound fluoresces in the 4-MU spectral region | AID 589 | max dye-equivalent concentration, M | actives 11% (n = 59,000) | compound autofluorescence, 340/450 nm, 4-MU equivalents; hits give high values; in the data active = max dye-equivalent concentration above about 10 nM; inconclusive = mostly about 1.1 nM to 9.6 nM
#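 Compounds in 100 mM Tris, pH 8.0, incubated 15 min at room temperature, then fluorescence read at 340 nm excitation/450 nm emission. Signal converted to 4-MU dye-equivalent concentration using an on-plate six-point 4-MU standard curve.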
# HBB splicing = alters splicing of the hemoglobin beta chain; Potency, µM (series often up to 46.1 µM), inactives show top-dose activation, hits mostly activators; actives 0.06% (n = 65,000); HBB splicing reporter cell assay, activation; EGFP reporter with mutant IVS2-654 intron; response scale: normalised to 500 nM splice-correcting PNA; note: potency is the fitted concentration of half-maximal effect; 0% is about no effect
#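 Compounds were applied for 2 days to HeLa EGFP-654 cells, 500/well in Optimem with 2% FCS. The reporter's EGFP is disrupted by mis-splicing of beta-globin intron IVS2-654. Readout: summed well GFP fluorescence from 488 nm laser scanning; reference was 500 nM antisense […] 654 PNA.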
# DNA Pol III inh = blocks replication by bacterial DNA polymerase III holoenzyme | reconstituted DNA polymerase III holoenzyme replication, biochemical | actives 0.25% (n = 71,000) | Potency, µM (top dose mostly 57.1 µM), without a hit: top-dose activity change, negative = inhibition; note: potency is the fitted concentration of half-maximal effect; % is set by controls: 0 for no effect and ±100 for the full control effect
#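 Reconstituted *E. coli* holoenzyme (0.35 nM Pol III, 1 nM beta, 154 nM SSB, 2 nM primase) was preincubated with compound for 15 min at RT. Synthesis on 1.4 nM ssM13Gori ran 35 min, then was stopped with PicoGreen/EDTA and read as dsDNA fluorescence.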
# Hsp90 Hop PPI = changes Hsp90-Hop TPR2A binding signal, up or down. AlphaScreen TPR2A-His6 binding biotin-Hsp90 C-terminal peptide. Potency, µM (series often up to 57 µM), for the others: at the top dose activity change, negative = inhibition. actives 0.44% (n = 71,000). AID 595; active = well fitted curve in either direction with a large enough effect; inconclusive = small, poorly fitted or top-dose-only effect, or another doubt; note: potency is the fitted concentration of half-maximal effect; % is set by controls: 0 for no effect and ±100 for the full control effect; many of its hits are not listed in these tables
# ALOX15 inhib = inhibitors of human 15-lipoxygenase (ALOX15). P16050. purified 15hLO-1, xylenol orange hydroperoxide absorbance. Potency, µM (titrated, usually from 57.1 µM), without a hit: at the top dose activity change, negative = inhibition, hits mostly inhibitors. actives 1.4% (n = 74,000); note: potency is the fitted concentration of half-maximal effect; % is set by controls: 0 for no effect and ±100 for the full control effect; nearly all actives have a fitted effect of over 55% in size
# Target sequence (P16050 whole entry, looked up): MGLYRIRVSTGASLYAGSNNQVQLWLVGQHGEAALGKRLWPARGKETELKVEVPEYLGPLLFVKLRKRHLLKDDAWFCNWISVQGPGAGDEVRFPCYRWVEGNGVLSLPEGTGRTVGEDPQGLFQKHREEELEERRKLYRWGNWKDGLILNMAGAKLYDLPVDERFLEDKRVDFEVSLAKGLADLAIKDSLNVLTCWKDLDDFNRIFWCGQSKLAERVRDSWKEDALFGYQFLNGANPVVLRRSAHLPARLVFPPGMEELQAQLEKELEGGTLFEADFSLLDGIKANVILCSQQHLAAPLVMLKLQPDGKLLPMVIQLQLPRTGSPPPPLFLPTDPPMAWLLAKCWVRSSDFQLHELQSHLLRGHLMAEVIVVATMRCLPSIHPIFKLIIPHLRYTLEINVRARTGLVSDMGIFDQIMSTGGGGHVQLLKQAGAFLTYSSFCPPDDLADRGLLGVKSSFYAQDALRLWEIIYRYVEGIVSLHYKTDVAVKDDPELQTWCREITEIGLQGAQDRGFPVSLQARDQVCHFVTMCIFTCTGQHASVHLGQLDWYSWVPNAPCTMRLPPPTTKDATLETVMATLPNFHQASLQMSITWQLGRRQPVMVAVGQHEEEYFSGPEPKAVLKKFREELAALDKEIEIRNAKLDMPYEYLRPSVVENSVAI
#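 40 nM 15hLO-1 + cpd, 15 min RT; start w/ 50 uM AA (final), 6 min RT; stop/detect w/ 200 uM XO + 300 uM Fe(II) in 50 mM H2SO4, 30 min; A573/A405. Buffer 25 mM Hepes pH 7.5, 0.01% Triton X-100. No-enzyme wells as negative control.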
# Ub-GFP proteasome = ubiquitin-GFP accumulation via proteasome inhibition; Ubiquitin-GFP reporter cells, proteasome inhibition, GFP fluorescence; response scale: untreated = 0%, 10 µM MG-132 = 100%; Potency, µM (series often up to 45.9 µM), for inactives: at the highest dose activation (GFP accumulation), usual class: activators; 67,000 tested, under 10 active; AID 526; active = well fitted activation curve with a large enough effect, not every such curve was filed as active; inconclusive = small, poorly fitted or top-dose-only effect, or another doubt; inactive = no such curve, though single readings can be large or run the other way; note: potency is the fitted concentration of half-maximal effect
#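 U2OS cells expressing ubiquitin(G76V)-GFP, seeded overnight in 0.5% FBS medium, then treated 4 hr at 37 C across 46 uM to 2.9 nM. GFP-positive cells counted by laser cytometry (488 ex/515 em); %activity scaled between basal and 10 uM MG-132.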
# Rhodamine autofl = compound fluoresces in the rhodamine spectral region; Rhodamine-region fluorescence, 547/598 nm, Tris buffer; hits give high values; max dye-equivalent concentration, M; actives 0.05% (n = 59,000); in the data active = max dye-equivalent concentration above about 11 nM; inconclusive = between about 1.1 nM and that limit
#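 Compounds in 100 mM Tris buffer, pH 8.0, were incubated 15 min at room temperature, then read at 547 nm excitation and 598 nm emission. Fluorescence was normalized against a per-plate six-point rhodamine standard curve as dye-equivalent concentration.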
# HADH2 inh = inhibitors of human HADH2 dehydrogenase. Q99714. recombinant HADH2, NADH fluorescence, beta-hydroxybutyryl-CoA. Potency, µM (top dose mostly 57.1 µM), for the others: top-dose activity change, negative = inhibition, hits mostly inhibitors. actives 3.4% (n = 73,000); note: potency is the fitted concentration of half-maximal effect; % is set by controls: 0 for no effect and ±100 for the full control effect; nearly all actives have a fitted effect of over 60% in size; many of its hits are not listed in these tables
# Target sequence (Q99714 whole entry, looked up, one chain of several): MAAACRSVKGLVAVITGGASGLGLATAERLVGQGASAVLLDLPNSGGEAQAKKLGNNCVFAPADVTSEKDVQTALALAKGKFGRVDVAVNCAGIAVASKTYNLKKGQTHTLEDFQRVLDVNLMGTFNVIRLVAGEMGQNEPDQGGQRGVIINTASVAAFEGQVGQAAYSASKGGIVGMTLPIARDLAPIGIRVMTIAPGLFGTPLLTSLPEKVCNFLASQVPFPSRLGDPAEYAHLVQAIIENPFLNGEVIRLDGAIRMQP
#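 Activity measured as NADH fluorescence gain (360/450 nm), taken as the change between first and last reads of a 4-min kinetic run. Conditions: pH 9.0 Tris buffer, 20 nM E. coli-expressed His-tagged enzyme, 1 mM NAD+, 90 uM beta-hydroxybutyryl-CoA; 15-min compound preincubation.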
# Texas Red fluor = compounds fluorescent in Texas Red spectral region. Compound fluorescence, Texas Red channel, 547/618 nm; hits give high values. max dye-equivalent concentration, M. actives 0.06% (n = 59,000); in the data active = max dye-equivalent concentration above about 10 nM; inconclusive = between about 1.1 nM and that limit
#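 Spectral interference profiling: each compound concentration's relative fluorescence, read with a 547 nm excitation and 618 nm emission filter pair, was normalized to a per-plate Texas Red standard curve.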
# Fluorescein fluor = fluorescein region autofluorescence; Compound autofluorescence, 480/540 nm, fluorescein-equivalent; hits give high values; max fluorescein-equivalent concentration, M; actives 0.91% (n = 59,000); in the data active = max fluorescein-equivalent concentration above about 10 nM; inconclusive = between about 1.1 nM and that limit
#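 Tris 100 mM pH 8.0; 15 min RT; CCD read, ex 480/em 540 nm. Output: fluorescein-equivalent concentration per compound concentration, from six-point dye series on each plate.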
# GFP derepression = epigenetic GFP locus derepression in mouse cells; mouse C127i GFP locus derepression, cytometry, 30 h; Potency, µM (titrated, usually from 46.1 µM), without a hit: at the highest dose GFP derepression (activation); actives 0.09% (n = 68,000); AID 597; note: % of control where 0% means no effect
#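 Read-out is the number of GFP-positive cells, scored as fluorescent objects 20 to 120 um wide, reflecting derepression of a silenced CMV-GFP reporter in murine C127i cells after 30 h compound exposure at 37 C.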
# * = called active by the depositor; i = inactive; ? = inconclusive; / = no result given; [ ] = dose if it differs, or a comment. Unless noted, calls come from the whole dose curve; as a rule, active = well fitted curve in the direction sought with a large enough effect; inconclusive = small, poorly fitted or top-dose-only effect, or another doubt; inactive = no such curve, though single readings can be large; an effect the other way counts as inactive or inconclusive. This is a subset, so the mix of outcomes need not match the whole.
no.	molecule	4MU fluor	HBB splicing	DNA Pol III inh	Hsp90 Hop PPI	ALOX15 inhib	Ub-GFP proteasome	Rhodamine autofl	HADH2 inh	Texas Red fluor	Fluorescein fluor	GFP derepression
1	Cc1cc(NC(=O)CSc2nccn2-c2ccc(F)cc2)no1	i	-1.6%	2%	-5%	10%	-1%	i	-6%	i	i	0%
2	CCCCCOc1ccc(C(=O)NCC(=O)NCC(=O)OCC)cc1	i	/	/	/	/	/	i	/	i	?	0%[20.6 µM]
3	COc1cccc(Cn2c(=O)c(-c3ccc(F)c(F)c3)nc3cncnc32)c1	i	-0.6%	-10%	-12%	?	7%	i	-14%	i	i	3%[9.22 µM]
4	O=C(NCCc1ccc(Cl)cc1)C1CCN(S(=O)(=O)c2cccc3nonc23)CC1	i	-4.3%	0%	-4%	2%	16%	i	10%	?	?	-2%
5	Cn1c(=O)[nH]c(=O)c2c1nc1n2CCCS1	i	0.1%[0.369 µM]	-15%	-1%	8%	/	i	6%	i	i	0%
6	CC1(C)Cc2c(C#N)c(SCCOc3ccccc3)nc(N3CCOCC3)c2CO1	i	/	/	/	/	/	i	/	i	i	0%[20.6 µM]
7	Cc1ccc(-c2nc(COC(=O)c3c(C)noc3C)cs2)cc1	i	-3.2%	-3%	?	-6%	-5%	i	-6%	?	?	1%
8	OCCNc1nc2ccc(Cl)cc2[nH]1	i	3.4%	-5%	-5%	5%	-5%	i	2%	i	i	-3%
9	Cc1nnc(Sc2nc3c(c(=O)n(C)c(=O)n3C)n2Cc2ccccc2Cl)s1	i	/	-7%	-2%	13%	2%	i	12%	i	?	-3%
10	O=C(CSc1nc2ccncc2[nH]1)Nc1ccccc1C(F)(F)F	i	-4.5%	3%	-2%	-3%	7%	i	-2%	?	i	-1%
11	COc1oc(-c2ccccc2)nc1C(F)(F)F	i	-1.4%	-7%	-1%	-2%	-11%	i	2%	i	?	5%
12	CCCCSc1c(C)c2cc3c(cc2[nH]c1=O)OCO3	6.9e-08M*	-1.7%	-4%	3%	-7%	10%	i	6%	?	i	-6%
13	CCCC(=O)N1CC2(C)CN(C(=O)CCC)CC(CCC)(C1)C2=O	i	1.0%	-5%	-11%	-1%	-7%	i	4%	i	i	0%
14	COc1ccc(N(CC(=O)O)S(C)(=O)=O)cc1OC	i	0.3%	-3%	-2%	13%	4%	i	-11%	i	i	1%
15	CCc1nc2n[nH]c(N)c2c2c1CSC(C)(C)C2	i	/	/	/	/	/	i	/	i	i	0%[20.6 µM]
16	CCC(c1nnnn1Cc1ccco1)N(CCc1ccccc1)Cc1cc2cc(C)ccc2[nH]c1=O (stereo unspecified)	1.3e-08M*	/	-4%	-6%	16µM*	-3%	i	-8%	i	?	0%
17	CCOC(=O)C1CCCN(C(=O)c2ccc(OCC)cc2)C1 (stereo unspecified)	/	-5.5%[0.0738 µM]	-3%[11.4 µM]	-5%[11 µM]	1%[11.4 µM]	-3%[9.17 µM]	/	-1%[11.4 µM]	/	/	-4%
18	COc1ccc(NS(=O)(=O)c2cc(-c3nnnn3C)ccc2OC)cc1	/	2.1%	-4%	?	1%	3%	/	6%	/	/	2%
19	COc1ccc(NC(=O)C2CCCN(S(=O)(=O)c3cccc4cccnc34)C2)c(OC)c1 (stereo unspecified)	/	0.1%	-2%	-6%	1%	0%	/	5%	/	/	2%
20	CCOC(=O)C1CCN(Cc2cn[nH]c2-c2ccccc2)CC1	i	0.4%	-1%	0%	1%	0%	i	-4%	?	i	-2%
21	O=C(Nc1ccc(S(=O)(=O)N2CCCc3ccccc32)cc1)C1CCCO1 (stereo unspecified)	i	-0.6%	0%	-4%	0%	-1%	i	5%	i	i	3%
22	O=C(c1cccc(F)c1)N1C2C=CC(C2)C1(C(F)(F)F)C(F)(F)F (stereo unspecified)	i	-3.3%	-4%	3%	-2%	5%	i	6%	i	i	0%
23	Nc1nc(N)c2[nH]cnc2n1 (tested in a mixture with another compound)	i	2.6%[9.22 µM]	2%[11.4 µM]	-3%[11 µM]	4%[11.4 µM]	-3%[9.17 µM]	i	-4%[11.4 µM]	?	i	2%[9.22 µM]
24	COc1ccccc1C(=O)Nc1c(C)n(C)n(-c2ccccc2)c1=O	/	-1.3%	-4%	0%	0%	3%	/	-2%	/	/	2%
25	COCCn1c(=O)c(-c2cn(C)c3ccccc23)nc2cncnc21	i	?	-4%	5%	-8%	-2%	i	1%	i	i	2%[9.22 µM]

# Results in Rhodamine autofl, HBB splicing and ALOX15 inhib, for two of the compounds above:
No. | Structure | Rhodamine autofl | HBB splicing | ALOX15 inhib
14 | COc1ccc(N(CC(=O)O)S(C)(=O)=O)cc1OC | i | 0.3% | 13%
15 | CCc1nc2n[nH]c(N)c2c2c1CSC(C)(C)C2 | i | / | /

# (cont.)
no.	molecule	4MU fluor	HBB splicing	DNA Pol III inh	Hsp90 Hop PPI	ALOX15 inhib	Ub-GFP proteasome	Rhodamine autofl	HADH2 inh	Texas Red fluor	Fluorescein fluor	GFP derepression
26	CC1Cc2cc(/C(O)=C3\C(=O)C(=O)N(CCN4CCOCC4)C3c3ccccc3F)ccc2O1 (stereo unspecified)	i	0.6%[57.5 µM]	3%	-3%	10%	-6%	i	3%	i	?	-2%
27	CCC(C)NC(=O)CN1C(=O)CC(C)(C)S(=O)(=O)c2ccccc21 (stereo unspecified)	/	-0.7%	-1%	-2%	2%	10%	/	2%	/	/	5%
28	CC1CCCCC1N1CCN(C(=O)c2cccc(F)c2)CC1 (stereo unspecified)	i	-0.3%[57.5 µM]	-2%	1%	-18%	-1%	i	5%	?	?	-1%
29	C(=C\CSc1nnnn1-c1ccccc1)/CSc1nnnn1-c1ccccc1	/	-1.1%[9.22 µM]	-3%	9%	-2%	-3%	/	-2%	/	/	-5%
30	O=C(Oc1ccc(-c2cn3c(n2)SCC3)cc1)c1ccccc1	i	-0.1%	1%	-7%	-22%	-4%	i	14%	?	i	2%
31	CCc1ccccc1S(=O)(=O)Cc1ccc(C(=O)NCc2ccc3c(c2)OCO3)o1	/	-1.1%	-4%	-4%[2.3 µM]	-26%	-15%	/	-26%	/	/	/
32	CCN(Cc1ccccc1)C(=O)c1ccccc1C	i	0.6%	-1%	2%	5%	1%	i	-1%	i	i	3%
33	CCOC(=O)N1CCC(c2nc(C)sc2C(=O)O)CC1	?	3.2%[1.84 µM]	0%	0%	7%	0%	i	12%	?	i	0%
34	CCCc1cc(C(=O)Nc2ccc(C(C)=O)cc2)no1	/	-0.4%	1%	-1%	-4%	0%	/	3%	/	/	0%
35	CC(=O)NC1CC2CCCC(C1)N2CC(=O)N1CCCc2ccccc21 (stereo unspecified)	i	0.2%[57.5 µM]	5%	-1%	1%	2%	i	6%	i	?	-2%
36	Cc1cc2c(cc1C)C(=O)NC(C)(C)C2	/	-0.6%[9.22 µM]	-11%	-3%	-5%	24%	/	-5%	/	/	-2%
37	Cc1ccc(C(=O)CS(C)(=O)=O)cc1	2e-08M*	0.9%	-4%	-1%	4%	-3%	i	-5%	?	?	-2%
38	C=CCNC(=O)c1c(N)n(-c2cccc(S(N)(=O)=O)c2)c2nc3ccccc3nc12	1.1e-06M*	2.4%[57.5 µM]	-5%	30%	-12%	8%	i	?	i	?	9%
39	Cc1ccccc1C(=O)Nc1ccc(Br)cn1	/	1.8%[0.0738 µM]	-13%[11.4 µM]	2%[11 µM]	-6%[11.4 µM]	9%[9.17 µM]	/	8%[11.4 µM]	/	/	3%
40	Cc1noc(/C=C/N(C)C)c1S(=O)(=O)N1CCC(C(=O)O)CC1	/	-1.9%	-3%	-3%	1%	-1%	/	?	/	/	/
41	Cc1ccccc1-c1n[nH]c(=S)o1	i	/	-7%	-1%	-5%	-1%	i	-15%	?	i	-2%
42	COc1ccccc1NC(=O)CSc1nc2sc(C)c(C)c2c(=O)n1Cc1ccco1	i	1.1%[57.5 µM]	0%	-3%	-5%	4%	i	-6%	i	i	0%
43	Clc1ccc2nc(NC3=NCN(CCN4CCOCC4)CN3)nc(-c3ccccc3)c2c1	2.9e-08M*	1.0%[57.5 µM]	-5%	-1%	4%	-7%	i	6%	i	?	2%

# Another view of 2 compounds above:
# Values run as follows: 4MU fluor | HBB splicing | DNA Pol III inh | Hsp90 Hop PPI | ALOX15 inhib | Ub-GFP proteasome | Rhodamine autofl | HADH2 inh | Texas Red fluor | Fluorescein fluor | GFP derepression
32. CCN(Cc1ccccc1)C(=O)c1ccccc1C
    i | 0.6% | -1% | 2% | 5% | 1% | i | -1% | i | i | 3%
33. CCOC(=O)N1CCC(c2nc(C)sc2C(=O)O)CC1
    ? | 3.2%[1.84 µM] | 0% | 0% | 7% | 0% | i | 12% | ? | i | 0%

# Bioassay records deposited in PubChem by National Center for Advancing Translational Sciences (NCATS).
